M1 ag parental: counter-screen for M1 agonists: effect in parental CHO-K1 cells; Fluo-8 calcium fluorescence; scaled to maximal ATP response, vehicle zero; activation, % at 3 µM; actives 0.48% (n = 360,000); AID 602248, 2012; in the data active = activation above about 15%;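 note: untransfected CHO-K1 host cells lacking M1 receptor as counterscreen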
TAAR1 antagonist: human TAAR1 antagonists, primary screen, Fluo-8 calcium fluorescence, CHO RD-HGA16 cells. Trace amine-associated receptor 1 (Homo sapiens), Q96RJ0. antagonist. inhibition, % at 3 µM. actives 1.5% (n = 360,000);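 active = inhibition above a per-plate cutoff, the mean inhibition of test compounds on that plate plus 3 SD, cut at about 49% in these data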;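 note: 0% = DMSO plus EC80 beta-PEA response and 100% = DMSO alone without agonist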
Target sequence (Q96RJ0 whole entry, looked up): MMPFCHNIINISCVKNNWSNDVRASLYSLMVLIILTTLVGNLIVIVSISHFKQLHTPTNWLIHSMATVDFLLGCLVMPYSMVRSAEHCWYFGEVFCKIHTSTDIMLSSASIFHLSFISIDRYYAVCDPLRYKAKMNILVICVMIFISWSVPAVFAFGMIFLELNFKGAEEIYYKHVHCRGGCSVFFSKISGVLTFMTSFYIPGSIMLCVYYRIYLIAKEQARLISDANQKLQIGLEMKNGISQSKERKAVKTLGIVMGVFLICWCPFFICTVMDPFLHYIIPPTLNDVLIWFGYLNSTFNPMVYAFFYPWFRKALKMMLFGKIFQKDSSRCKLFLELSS
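Assay system: CHO-derived RD-HGA16 cells stably expressing human TAAR1 plus Gα16. Timing: 140 s kinetic read after compound, 140 s after agonist. Technique: kinetic Fluo-8 calcium fluorescence measurement. Measure: % inhibition of agonist calcium response.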
CHO-K1 Ca antag: M1 antagonist counterscreen hit in parental CHO-K1 cells; AID 602250; ATP-induced calcium, Fluo-8 fluorescence; actives 0.6% (n = 360,000); inhibition, % at 3 µM;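 active = inhibition above a per-plate cutoff, the plate's mean sample inhibition plus 3 SD, cut at about 24% in these data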;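 note: 0% = DMSO plus EC80 ATP and 100% = DMSO alone without ATP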
OXTR potentiator: human OXTR potentiators, primary screen, fluorescence, CHO-OTR cells, Fluo-8 calcium; Oxytocin receptor (Homo sapiens), P30559; Fluo-8 calcium fluorescence, potentiator mode; 0% = oxytocin EC15, 100% = EC100; activation, % at 3 µM; actives 0.061% (n = 320,000);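 active = activation above that plate's cutoff, the mean activation of tested compounds plus 3 SD, cut at about 6.6% in these data, passing the limit was not always enough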;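 note: 100% uses oxytocin at 75 nM as the full agonist control; some results filed as inactive read as strong as hits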
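Assay system: CHO cell line stably expressing human OTR | Also added: Oxytocin at about EC15, sub-maximal agonist stimulus | Times: Compound 6 min at room temperature before oxytocin, 100 s read | Measured by: Fluo-8 intracellular calcium fluorescence, ex 470-495, em 515-575 nm | Controls: EC15 oxytocin alone as 0%, 75 nM oxytocin as 100%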
CHO parental Ca: ATP-evoked calcium signal inhibitors, parental CHO, primary screen, counter-screen for OX1R antagonist project, cell-based, fluorescence, Fluo-8 calcium dye. actives 0.63% (n = 330,000). parental CHO-K1, ATP-induced calcium, Fluo-8 fluorescence. inhibition, % at 5.6 µM;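 active = inhibition above that plate's mean sample inhibition plus 3 SD, cut at about 26% in these data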;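 note: 0% = ATP-challenged DMSO wells and 100% = DMSO wells without ATP; some compounds past the cut are filed as inactive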
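Assay system: untransfected parental CHO cell line. Also added: ATP agonist challenge. Dosing: one dose, 5.6 µM nominal. Measured by: Fluo-8 fluorescence. Read-out: % inhibition. Benchmarks: ATP wells versus no-ATP DMSO wells. Repeats: no replicates.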
GPR7 antagonist: GPR7 receptor antagonists, primary screen, cell-based, fluorescence, single concentration; AID 1861, 2009; GPR7-expressing cells, fluorescence antagonist assay; inhibition, % at 4.4 µM; actives 1.1% (n = 290,000); Neuropeptides B/W receptor type 1 (Homo sapiens), P48145; in the data active = inhibition above about 16%, passing the limit was not always enough;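 note: cells stimulated with the agonist NPW; 0% = agonist with vehicle and 100% = vehicle without agonist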
Target sequence (P48145 whole entry, looked up): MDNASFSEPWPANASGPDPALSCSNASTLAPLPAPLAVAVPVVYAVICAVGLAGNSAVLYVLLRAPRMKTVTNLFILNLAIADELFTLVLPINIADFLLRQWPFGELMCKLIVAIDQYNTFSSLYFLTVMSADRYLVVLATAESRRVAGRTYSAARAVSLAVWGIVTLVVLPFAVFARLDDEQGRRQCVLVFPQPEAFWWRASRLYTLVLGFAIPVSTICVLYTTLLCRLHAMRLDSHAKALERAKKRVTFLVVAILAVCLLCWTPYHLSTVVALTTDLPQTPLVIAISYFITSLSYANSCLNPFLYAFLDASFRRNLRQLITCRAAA
OXTR agonist: human OXTR agonists, primary screen, fluorescence, CHO-OTR cells, Fluo-8 calcium; Fluo-8 calcium fluorescence; normalized: DMSO 0%, oxytocin 100%; actives 0.32% (n = 320,000); Oxytocin receptor (Homo sapiens), P30559; activation, % at 3 µM;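 active = activation above the mean of all tested compounds plus 3 SD, cutoff set per screening run, cut at about 20% in these data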;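 note: peak over basal fluorescence ratio from a 100 s FLIPR kinetic read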
CHO-K1 Ca PAM: nonselective calcium activators in parental CHO-K1 cells, primary screen, counter-screen for M1 PAM project, cell-based, Fluo-8 calcium fluorescence, full deck, 1536-well; ATP EC20; 0% at ATP EC20, 100% at ATP max; activation, % at 3 µM; actives 0.02% (n = 360,000); AID 602247, 2012;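 active = activation above the run cutoff, the mean activation of all test compounds plus 3 SD, cut at about 40% in these data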;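 note: peak over basal fluorescence ratio in a 140 s read after ATP addition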
V1aR counter: agonists of human V1a receptor, primary screen, counter-screen for OXTR agonist project, fluorescence, CHO-V1R cells. Vasopressin V1a receptor (Homo sapiens), P37288. Fluo-8 calcium fluorescence, agonist mode; 0% DMSO, 100% 3 nM vasopressin. activation, % at 3 µM. actives 0.25% (n = 320,000). AID 2797, 2010;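 active = activation above the mean activation of all tested compounds plus 3 SD, per screening run, cut at about 20% in these data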;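 note: signal is peak over basal fluorescence ratio across a 100 second FLIPR read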
Target sequence (P37288 whole entry, looked up): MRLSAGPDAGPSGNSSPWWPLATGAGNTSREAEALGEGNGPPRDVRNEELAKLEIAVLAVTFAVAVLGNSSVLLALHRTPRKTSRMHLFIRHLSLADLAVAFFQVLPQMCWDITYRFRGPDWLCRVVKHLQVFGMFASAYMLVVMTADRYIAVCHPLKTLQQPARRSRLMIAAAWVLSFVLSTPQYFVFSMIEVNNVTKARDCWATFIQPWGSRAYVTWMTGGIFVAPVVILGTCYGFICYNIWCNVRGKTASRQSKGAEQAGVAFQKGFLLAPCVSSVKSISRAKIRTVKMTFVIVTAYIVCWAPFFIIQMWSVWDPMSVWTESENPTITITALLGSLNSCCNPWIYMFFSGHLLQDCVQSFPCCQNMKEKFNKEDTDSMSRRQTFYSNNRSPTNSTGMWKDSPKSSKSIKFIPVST
* hit, by the source's call; x = no result given.

canonical_smiles	GPR7 antagonist	OXTR potentiator	TAAR1 antagonist	OXTR agonist	M1 ag parental	CHO-K1 Ca antag	V1aR counter	CHO-K1 Ca PAM	CHO parental Ca
CCN1CCN(C(=O)c2ccc3c(=O)n(CCC4=CCCCC4)c(=O)[nH]c3c2)CC1	-5	-12	-2	2.7	2.5	-9	3.0	21	-11
Cc1ccc(N2CCC(N3CCN(C4CCCCC4)C(CCO)C3)CC2)cc1 (stereo unspecified)	-20	-7	-10	-0.9	8.5	4	0.6	15	-7
Fc1ccc(N2Cc3ccsc3C=N2)cc1	-1	-5	10	0.9	0.2	-4	0.0	-10	-10
COc1ccc(/C=N\NC(=O)C2COc3ccccc3O2)cc1O (stereo unspecified)	1	2	4	0.1	1.6	2	0.1	-5	23
COc1ccc2nc(/N=C/c3cccc(OC)c3O)sc2c1	-8	-11	-5	-0.3	-0.5	6	0.6	-8	-7
Cn1c(NC(=O)C[n+]2cc(-c3ccccc3)n3c2CCC3)cc(=O)n(C)c1=O	-4	-2	-6	1.0	1.1	-14	0.5	27	-3
Nc1ccc2ccc(O)cc2c1	x	x	6	x	-0.1	2	x	-3	x
NC(=O)c1ccsc1NC(=O)CSc1nnc2ccccn12	-10	-6	6	-0.1	0.1	-10	-0.3	14	-2

Additional records follow.
canonical_smiles	GPR7 antagonist	OXTR potentiator	TAAR1 antagonist	OXTR agonist	M1 ag parental	CHO-K1 Ca antag	V1aR counter	CHO-K1 Ca PAM	CHO parental Ca
Cc1nc2ncnn2c(C)c1CCC(=O)NCCc1ccccc1	-9	-7	0	0.0	-0.1	-4	-0.4	10	-9
CCC1(c2ccc(F)cc2)NC(=O)N(CC(=O)Nc2ccc(N3CCCCC3)cc2)C1=O (stereo unspecified)	x	-18	19	27*	10	7	15	11	1
O=C(CSc1nnnn1C1CCCCC1)NCc1cccc(C(=O)O)c1	-5	-3	3	-1.0	0.3	-7	0.1	14	-5
CCCn1c2ccccc2c2nc3ccccc3nc21	-10	-7	8	-2.3	-0.1	3	0.6	15	-29
Cc1nn(C)c(C(=O)N2CCc3ccccc32)c1Br	-8	-4	-2	-1.4	1.2	-12	0.8	19	-10
C[C@H](NC(=O)c1nc[nH]c1C(=O)N[C@@H](C)c1ccccc1)c1ccccc1	x	-1	54*	-1.7	-0.1	-17	-0.8	21	-41
Cc1ccccc1Nc1nnc(SCC(=O)c2cc3ccccc3o2)s1	28*	-5	-26	0.8	-0.4	4	2.2	11	2
CC(=O)CC(C)(C)Nc1nc2ccc([N+](=O)[O-])cc2o1	-14	-8	-1	-0.3	-0.2	5	1.6	-7	-4

New compounds follow.
canonical_smiles	GPR7 antagonist	OXTR potentiator	TAAR1 antagonist	OXTR agonist	M1 ag parental	CHO-K1 Ca antag	V1aR counter	CHO-K1 Ca PAM	CHO parental Ca
Cc1ccc(-n2c(-c3cnccn3)n[nH]c2=S)cc1	-9	-13	-3	1.1	1.1	-28	0.7	15	-3
CCC1CCCCN1C(=O)COc1ccccc1NC(C)=O (stereo unspecified)	-21	-18	-5	0.2	0.6	-3	0.1	18	-24
CCC(C)OC(=O)C1=C(C)OC23OC(N)=C(C#N)C12C(=O)c1ccccc13 (stereo unspecified)	-5	-2	-9	-1.3	-0.1	-2	0.6	12	-20
Cc1oc(-c2ccccc2F)nc1CN1CCC(C(=O)NCc2cccnc2)CC1	-12	1	-4	0.6	0.3	-6	-0.5	11	-5
O=C(Nc1cccc(Cl)c1)c1cccc(Oc2ccc([N+](=O)[O-])cc2Cl)c1	-8	-10	24	-0.8	0.2	17	0.6	-9	10
OCCn1c(-c2ccccc2)csc1=Nc1ccccc1	-8	-4	-13	-0.7	1.6	-5	1.1	19	-10
COc1ccccc1/C=N/NC(=O)c1ccc(Cn2nc([N+](=O)[O-])cc2C)cc1	-6	-12	45	3.5	7.2	-12	2.2	20	-21
COc1ccccc1OCCNC(=O)Nc1cc(F)c(F)cc1Cl	-5	3	-21	-3.2	1.8	-9	0.0	12	-18

(more compounds)
canonical_smiles	GPR7 antagonist	OXTR potentiator	TAAR1 antagonist	OXTR agonist	M1 ag parental	CHO-K1 Ca antag	V1aR counter	CHO-K1 Ca PAM	CHO parental Ca
c1ccc(-[n+]2nc(Nc3cccc4ccccc34)sc2-c2c3ccccc3cc3ccccc23)cc1	x	-2	x	-1.4	1.4	-1	-0.3	13	13
COc1cccc(C(=O)NNC(=O)/C=C/c2ccccc2)c1	-10	x	-16	x	1.5	-2	x	2	x
COc1ccc(-c2ccc(C(=O)Nc3cccc(NS(C)(=O)=O)c3)c3occc23)c(C)c1	x	x	71*	x	3.3	0	x	12	x
Cc1cccc(N2CCN(C(=O)C(Cc3ccccc3)n3cccc3)CC2)c1C (stereo unspecified)	4	-10	2	-0.4	0.0	1	1.6	6	-18
Cn1cnnc1SCC(=O)c1cc2ccccc2oc1=O	-14	6	-2	1.8	0.6	-9	0.3	-6	-9
O=C(O)CC(NC(=O)C1c2ccccc2Oc2ccccc21)c1ccc(Cl)cc1 (stereo unspecified)	35*	9	-1	0.3	-0.1	-10	0.0	20	-11
COc1ccc(CCNC(=O)C2CCC(CNS(=O)(=O)c3ccc(F)cc3)CC2)cc1OC (stereo unspecified)	-4	-8	0	-0.7	0.6	-4	0.7	-7	-21
O=C(Nc1ccc(N2C(=O)C3C4C=CC(C4)C3C2=O)cc1)Nc1cccnc1 (stereo unspecified)	1	-16	-3	-0.1	-0.1	-3	1.5	23	-23

Next section
canonical_smiles	GPR7 antagonist	OXTR potentiator	TAAR1 antagonist	OXTR agonist	M1 ag parental	CHO-K1 Ca antag	V1aR counter	CHO-K1 Ca PAM	CHO parental Ca
CCOC(=O)c1cc(-c2ccccc2C)n(CC2CC(c3ccc(OC)cc3)=NO2)n1 (stereo unspecified)	x	-9	30	-1.1	-0.1	-7	-0.8	8	-13
CN(CC(=O)NCc1ccc(F)cc1)Cc1cccc(Cl)c1	5	-6	-10	-1.7	-0.2	-5	-1.3	-2	-14
COc1ccc(C2CC(c3cccc([N+](=O)[O-])c3)=NN2/C(C)=C/C(C)=O)cc1 (stereo unspecified)	x	x	-21	x	0.7	-16	x	24	x
COc1ccc(CC(=O)Nc2ccc(C(=O)Nc3ccccc3C(=O)O)cc2)cc1OC	-2	-4	-53	-1.4	-1.0	10	0.8	-9	-9
COc1ccc(NC(=O)CSc2nnc(NC(=O)c3ccco3)s2)cc1OC	-9	-2	-13	1.3	0.4	8	0.0	5	-13
CC1(C(=O)Nc2ccc(Cl)c(Cl)c2)CCN1C(=O)CCC1CCCC1 (stereo unspecified)	x	x	-17	x	0.9	-11	x	17	x
O=C1CC(c2ccco2)Cc2c1cnn2-c1nc2ccccc2s1 (stereo unspecified)	0	4	1	0.5	0.6	-8	0.8	20	-7
CCOC(=O)N1CCN(C(=O)CSc2nc3c(cnn3-c3ccc(C)cc3)c(=O)[nH]2)CC1	-20	-9	10	-0.5	1.6	-5	0.0	23	-13

Structures above marked active in TAAR1 antagonist.
SMILES	GPR7 antagonist	OXTR potentiator	TAAR1 antagonist
C[C@H](NC(=O)c1nc[nH]c1C(=O)N[C@@H](C)c1ccccc1)c1ccccc1	x	-1	54*
COc1ccc(-c2ccc(C(=O)Nc3cccc(NS(C)(=O)=O)c3)c3occc23)c(C)c1	x	x	71*

(list continues)
canonical_smiles	GPR7 antagonist	OXTR potentiator	TAAR1 antagonist	OXTR agonist	M1 ag parental	CHO-K1 Ca antag	V1aR counter	CHO-K1 Ca PAM	CHO parental Ca
CCN(CC)S(=O)(=O)c1ccc(C2=NOC3(C2)N(C)c2ccccc2C3(C)C)cc1 (stereo unspecified)	-5	-13	-3	-0.2	0.2	12	1.7	-14	0
CCOC(=O)c1ccc(N2C(=O)CC(Nc3ccc(CCO)cc3)C2=O)cc1 (stereo unspecified)	4	3	10	3.2	0.8	-1	0.8	10	-15
CCC(C(=O)O)n1nc(-c2ccccc2)c2cc(Cl)ccc21 (stereo unspecified)	-9	-1	24	0.6	-0.1	-14	-0.1	13	-15
Cc1c(-n2c(O)c(C3=c4ccccc4=NC3=O)sc2=S)c(=O)n(-c2ccccc2)n1C	-5	6	-7	0.3	0.7	-13	-0.2	2	-7
O=C(CCCCC(=O)Nc1ccccc1)Nc1ccccc1	3	-1	-6	0.4	-0.3	8	0.3	-4	3
CCN(CC)CCCN=Cc1c(O)n(-c2ccc(C)cc2)c(=O)c2ccccc12	-8	-8	9	1.0	2.1	-19	7.5	21	-3
COc1ccc2[nH]c(=O)c(CN(C(=O)C(C)C)c3ccccc3OC)cc2c1	0	-10	-11	1.2	0.6	-11	0.6	20	-13
CN(C)S(=O)(=O)c1ccc(S(=O)(=O)N2CCCC(C(=O)NC3CCCC3)C2)cc1 (stereo unspecified)	3	3	-1	1.7	0.4	-26	0.7	13	0

Next section.
canonical_smiles	GPR7 antagonist	OXTR potentiator	TAAR1 antagonist	OXTR agonist	M1 ag parental	CHO-K1 Ca antag	V1aR counter	CHO-K1 Ca PAM	CHO parental Ca
CC(OC(=O)Cn1nnc2ccccc21)C(=O)NC1CCCC1 (stereo unspecified)	0	-5	1	0.7	0.8	-7	0.0	-4	-6
Cc1cc(=O)[nH]c(SCC(=O)N2CCC(C(N)=O)CC2)n1	-9	2	-18	1.2	0.2	-22	2.1	1	5
COc1ccccc1CNS(=O)(=O)CCNCCc1ccccc1	x	x	-7	x	0.1	-4	x	-15	x
CCC(C)c1ccccc1N1CC(C(=O)N2CCN(C(=O)c3ccco3)CC2)CC1=O (stereo unspecified)	x	-9	1	1.1	0.1	-8	0.0	5	3
O=C1NC2=C(C(=O)CCC2)C(c2ccc(OC(F)F)cc2)N1 (stereo unspecified)	4	1	17	1.5	0.2	-16	0.8	26	2
O=C(CSc1nccn1-c1ccccc1)NCc1ccc2c(c1)OCO2	12	-9	-5	0.0	1.0	-3	0.5	22	3

Ordered by the number under TAAR1 antagonist (rising): 3 from the list above
Structure	GPR7 antagonist	OXTR potentiator	TAAR1 antagonist
O=C(CCCCC(=O)Nc1ccccc1)Nc1ccccc1	3	-1	-6
COc1ccc(CCNC(=O)C2CCC(CNS(=O)(=O)c3ccc(F)cc3)CC2)cc1OC (stereo unspecified)	-4	-8	0
Nc1ccc2ccc(O)cc2c1	x	x	6

Bioassay records (PubChem)

Rows are unselected; overall some 3.5% were active at least once.
